OXTR potentiator: potentiators of human oxytocin receptor; AID 2445; activation, % at 3 µM; CHO-OTR cells, Fluo-8 calcium fluorescence, potentiator mode; 0% = oxytocin EC15, 100% = EC100; 320,000 compounds, 0.061% hits;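 active = activation above that plate's cutoff, the mean activation of tested compounds plus 3 SD, cut at about 6.6% in these data, passing the limit was not always enough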;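 also: 100% uses oxytocin at 75 nM as the full agonist control; some results filed as inactive read as strong as hits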
Target sequence (P30559 whole entry, looked up): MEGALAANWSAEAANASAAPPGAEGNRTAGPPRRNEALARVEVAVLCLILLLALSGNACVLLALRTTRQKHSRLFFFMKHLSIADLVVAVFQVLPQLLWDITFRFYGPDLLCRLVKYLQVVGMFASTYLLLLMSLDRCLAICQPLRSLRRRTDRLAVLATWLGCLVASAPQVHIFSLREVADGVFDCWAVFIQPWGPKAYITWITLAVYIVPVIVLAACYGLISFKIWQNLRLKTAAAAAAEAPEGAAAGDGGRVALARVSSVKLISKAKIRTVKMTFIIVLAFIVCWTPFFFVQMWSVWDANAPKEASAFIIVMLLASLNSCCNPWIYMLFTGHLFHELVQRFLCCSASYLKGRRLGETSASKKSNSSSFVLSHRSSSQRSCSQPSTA
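Measured by – Fluo-8 calcium dye fluorescence · Test system – human OTR in CHO cells · Dosing – one concentration, 3.0 µM compound · Controls – EC15 oxytocin alone as 0%, 75 nM oxytocin as 100% · Evaluation – normalized max/min fluorescence ratio, % activation · Timing – 6 min pre-incubation, 100 s read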
V1R ag counter: activates human V1a receptor in oxytocin agonist counter-screen; CHO-V1R cells, Fluo-8 calcium fluorescence, agonist mode; 0% DMSO, 100% 3 nM vasopressin; 320,000 compounds, 0.25% hits; AID 2797; activation, % at 3 µM; P37288;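 active = activation above the mean activation of all tested compounds plus 3 SD, per screening run, cut at about 20% in these data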;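 also: signal is peak over basal fluorescence ratio across a 100 second FLIPR read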
Target sequence (P37288 whole entry, looked up): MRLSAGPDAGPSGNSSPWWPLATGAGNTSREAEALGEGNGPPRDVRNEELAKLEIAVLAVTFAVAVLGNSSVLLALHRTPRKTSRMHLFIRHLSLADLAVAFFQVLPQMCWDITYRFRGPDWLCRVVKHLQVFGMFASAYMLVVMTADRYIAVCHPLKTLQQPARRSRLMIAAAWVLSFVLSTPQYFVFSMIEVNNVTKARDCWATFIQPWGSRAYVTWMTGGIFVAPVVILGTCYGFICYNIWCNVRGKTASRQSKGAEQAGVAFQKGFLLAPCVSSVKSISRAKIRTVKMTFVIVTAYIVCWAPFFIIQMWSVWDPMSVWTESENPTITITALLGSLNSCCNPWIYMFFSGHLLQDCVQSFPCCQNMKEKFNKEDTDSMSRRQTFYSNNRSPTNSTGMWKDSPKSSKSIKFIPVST
CHO parental Ca: signal in parental CHO cells, OX1R antagonist counter-screen; 330,000 compounds, 0.63% hits; inhibition, % at 5.6 µM; parental CHO-K1, ATP-induced calcium, Fluo-8 fluorescence;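 active = inhibition above that plate's mean sample inhibition plus 3 SD, cut at about 26% in these data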;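 also: 0% = ATP-challenged DMSO wells and 100% = DMSO wells without ATP; some compounds past the cut are filed as inactive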
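Material: Parental CHO cells | Reagent: ATP | Compound dosing: Single nominal dose of 5.6 µM per compound | Detection: Intracellular calcium via Fluo-8 no-wash fluorescent dye | Read-out: % inhibition of ATP-induced calcium mobilization | Benchmarks: Low control ATP plus DMSO, high control DMSO only | Replicates: Singlicate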
Numbers without * were called inactive; . = not tested or not shown. Not all compounds are listed; the hit share may differ from the screen's.

Order of values – OXTR potentiator	V1R ag counter	CHO parental Ca
> CCCCNC(=O)C(C1CCCCC1)N(CCN(C)C)C(=O)CCCN1C(=O)NC(c2ccc(-c3ccccc3)cc2)C(C(=O)OCc2ccccc2)=C1C (configuration not stated)
→ .	.	17
> Cc1ccc2nc(NC(=O)C3CCCN(S(=O)(=O)c4cccc5nonc45)C3)sc2c1 (configuration not stated)
→ -7	1.4	11
> Clc1ccc(C2C3=C(Nc4ncnn42)c2ccccc2CC3)cc1 (configuration not stated)
→ -5	4.3	-23
> CC1(c2nnc(-c3ccc(F)cc3)o2)CC(c2ccncc2)=NO1 (configuration not stated)
→ -5	1.0	-6
> O=Cc1ccc(OC(=O)Cc2ccc(F)cc2)cc1
→ -13	0.2	6
> Cc1ccc(NC(=O)OCc2cccs2)cc1
→ -2	1.6	-4
> CC(=O)N1c2ccc(N=Cc3cc(Br)cc(Br)c3O)cc2CC1C (configuration not stated)
→ -1	-0.8	4
> CC(=O)Nc1ccc(N2CCc3c(C)c(C#N)c4nc5ccccc5n4c32)cc1
→ 0	0.3	-12
> CN(C)CCCN=Cc1c(O)n(Cc2ccc3c(c2)OCO3)c(=O)c2ccccc12
→ -8	0.9	-3
> COC(=O)C1=C(C)N(Cc2ccco2)C(=O)N[C@@H]1c1cccc(C(F)(F)F)c1
→ -9	-0.4	-19

Other compounds.
Order of values – OXTR potentiator	V1R ag counter	CHO parental Ca
> O=C(Nc1nnc(SCc2c(Cl)cccc2Cl)s1)c1ccc2ncsc2c1
→ -5	0.1	0
> C=C(NC(=O)C(=C)NC(=O)c1csc(C2=NC3c4csc(n4)C4NC(=O)c5csc(n5)C([C@@](C)(O)C(C)O)NC(=O)C5CSC(=N5)/C(=C\C)NC(=O)C(C(C)O)NC(=O)c5csc(n5)[C@]3(CC2)NC(=O)C(C)NC(=O)C(=C)NC(=O)C(C)NC(=O)C(C(C)CC)NC2C=Cc3c(C(C)O)cc(nc3C2O)C(=O)OC4C)n1)C(N)=O (some centres not stated)
→ 7	0.8	6
> CCOc1cc2nc(-c3ccc(OC)c(OC)c3)nc(N3CC(C)OC(C)C3)c2cc1OC (configuration not stated)
→ -16	-0.1	-4
> COC(=O)C1=C(C)N2C(=O)CSC2=NC1c1ccc2c(c1)OCO2 (configuration not stated)
→ -2	0.5	-15
> OCc1ccccc1N=c1ssnc1Cl
→ 3	0.3	-23
> CC(=O)OC[C@H]1O[C@@H](O/N=C/C[C@@H]2C=C[C@H](OC(C)=O)[C@@H](COC(C)=O)O2)[C@H](OC(C)=O)[C@@H](OC(C)=O)[C@@H]1OC(C)=O
→ -1	0.0	-13
> Cc1ccc(-c2ccc(SCC(=O)N3CCCc4ccccc43)nn2)cc1
→ -9	-1.8	-32
> NCCCC[C@H]1NC(=O)[C@H](CCC(=O)O)NC(=O)c2cc([N+](=O)[O-])cc(I)c2OCC[C@@H](C(N)=O)NC1=O
→ 6	1.0	-6
> N#Cc1c(NCCO)nc(NCc2ccccc2)c2c1CCN(Cc1ccccc1)C2
→ -19	1.2	-21
> Cc1cccc(NC(=O)CSc2nc3[nH]ncc3c(=O)n2-c2ccccc2)c1
→ -5	1.1	-13

New compounds follow
Order of values – OXTR potentiator	V1R ag counter	CHO parental Ca
> CC(C)C1CCC(C(=O)N[C@H](Cc2ccccc2)C(=O)O)CC1 (some centres not stated)
→ -4	0.5	0
> Cc1cccc(Nc2nc(N)nc(CC(=O)CSc3ccc(Cl)cc3)n2)c1
→ -8	-0.1	-4
> COC(=O)C(C#N)c1nc2ccccc2nc1N1CCN(Cc2ccc3c(c2)OCO3)CC1 (configuration not stated)
→ 1	0.9	-30
> COc1cc2c(=O)n(Cc3ccccc3)c(=O)n(CC(=O)C(C)(C)C)c2cc1OC
→ 0	0.4	5
> CN1CCc2c(C#N)c(N3CCCCC3)nc(N3CCOCC3)c2C1
→ -3	0.2	-6
> O=c1oc2cc([N+](=O)[O-])ccc2nc1/C=C(O)/C=C/c1ccccc1
→ -9	-0.4	-7
> Cc1ccc(S(=O)(=O)/N=C2/C=C(Sc3ncn[nH]3)C(=O)c3ccccc32)c(C)c1
→ -4	0.3	-16
> COc1ccc(NC(=O)CSc2nc3ccccc3c(=O)n2Cc2cccs2)c(OC)c1
→ 6	-0.3	-22
> CC#CCN1c2ccccc2[C@]23C[C@@H](C(=O)OC)N(C(=O)c4ccc(Br)cc4)C2=NC(C(=O)OC)=C(C(=O)OC)[C@H]13
→ -12	-0.3	-15
> COCc1c(C(C)C)nc(C(C)C)c(/C=C/[C@@H](O)C[C@@H](O)CC(=O)O)c1-c1ccc(F)cc1
→ -6	-0.3	-11

Going on with the list.
Order of values – OXTR potentiator	V1R ag counter	CHO parental Ca
> O=C(O)C1=CC(=C(c2ccc(O)c(C(=O)O)c2)c2ccc(O)c(C(=O)O)c2)C=CC1=O
→ 3	1.2	-5
> CCC(C)n1c(-c2cc(OC)c(OC)c(OC)c2)nc2nc3ccccc3nc21 (configuration not stated)
→ -12	0.7	-38
> CCOC(=O)C1=C(C)N=c2s/c(=C/c3ccco3)c(=O)n2C1c1cccc(OC)c1 (configuration not stated)
→ -26	-0.2	-14
> O=S1(=O)C=C(Sc2nc3ccccc3s2)c2ccccc21
→ 5	-0.1	-9
> CC(=O)NC(=S)c1c(N)n(Cc2ccccc2)c(=O)n(C)c1=O
→ -3	0.2	-8
> Cc1ccc(C)n1-c1cccc(N)c1
→ -6	0.6	-11
> CC1(N2CCOCC2)CC2(O)C(=[N+]1[O-])CCc1nonc12 (configuration not stated)
→ -13	0.8	-12
> Cc1ccc(/C=C/C2=Cc3c(sc(NC(=O)CSc4n[nH]c(N)n4)c3C#N)C(C)(C)C2)o1
→ -11	0.5	1
> CCOc1ccccc1N1CCN(C(=O)Nc2ccc(Cl)c(Cl)c2)CC1
→ -13	5.8	-6
> CC1(C)Cc2c(sc(NC(=O)c3ccco3)c2C#N)C(C)(C)N1
→ -17	-0.1	-12

Next section.
Order of values – OXTR potentiator	V1R ag counter	CHO parental Ca
> COc1ccc2c(Cl)c(C(=O)NCC3CCCO3)sc2c1Cl (configuration not stated)
→ -15	-0.2	-7
> Cc1noc(/C=C/N(C)C)c1S(=O)(=O)N1CCCC(C(=O)NCc2ccc(F)cc2)C1 (configuration not stated)
→ -7	2.1	23
> CCn1cc(C(=O)O)c(=O)c2cc3c(cc21)OCO3
→ -8	0.7	-7
> Cn1c(N)c(C(=O)COC(=O)c2ccc(S(=O)(=O)N3CCCCC3)cc2)c(=O)n(C)c1=O
→ -2	0.1	22
> O=C(COC(=O)c1ccncc1)Nc1cc(Cl)c(Cl)cc1Cl
→ -10	0.3	5
> O=C(Nc1nc2ccccc2c2nc3ccccc3n12)c1ccc(F)cc1
→ -2	0.3	-14
> COc1ccc2c(c1O)C(=O)c1ccccc1C2=O
→ -6	0.3	-3
> COc1ccc(S(=O)(=O)Nc2nc3ccccc3nc2Nc2ccc3c(c2)OCO3)cc1
→ -7	0.9	0
> CCOC(=O)[C@@H]1[C@H]2COc3ccc(Br)cc3[C@H]2N2C(=O)N(c3ccc(Cl)cc3)C(=O)[C@@]12C
→ -10	1.4	-12
> O=C1CSC(=S)N1/N=C/c1ccc(Cl)c([N+](=O)[O-])c1
→ -1	0.1	0

Record cards, as listed above:
Cn1c(N)c(C(=O)COC(=O)c2ccc(S(=O)(=O)N3CCCCC3)cc2)c(=O)n(C)c1=O in the list: OXTR potentiator = -2; V1R ag counter = 0.1; CHO parental Ca = 22
COc1ccc2c(Cl)c(C(=O)NCC3CCCO3)sc2c1Cl (configuration not stated) in the list: OXTR potentiator = -15; V1R ag counter = -0.2; CHO parental Ca = -7
O=C1CSC(=S)N1/N=C/c1ccc(Cl)c([N+](=O)[O-])c1 in the list: OXTR potentiator = -1; V1R ag counter = 0.1; CHO parental Ca = 0

Next section
Order of values – OXTR potentiator	V1R ag counter	CHO parental Ca
> S=c1[nH]nc(-c2ccco2)n1/N=C/c1ccccn1
→ -6	0.3	-7
> COc1ccc(-c2csc(/C(C#N)=C\c3cccc([N+](=O)[O-])c3)n2)cc1
→ -2	0.2	-3
> C=C(C(=O)Oc1ccccc1C(C)(C)C)c1ccccc1
→ 0	0.4	-23
> Cc1ccn2c(c1)nc(=S)n2C(=O)c1ccco1
→ -8	0.2	-12
> O=P(O)(CN1CCCCCC1)C1Cc2ccccc2C1
→ -3	1.0	-19
> O=C1c2ccccc2CN1CCSC(=S)N1CCSCC1
→ -11	1.7	6
> CC(CCc1ccccc1)NC(=O)/C=C/c1ccc(F)cc1 (configuration not stated)
→ -9	0.3	-6
> Cn1c(SCn2nnc3ccccc3c2=O)nc2ccccc2c1=O
→ -20	0.7	-14
> O=C(CSc1nc(-c2ccccc2)nc2c1Cc1ccccc1O2)Nc1ccccc1
→ -5	0.9	-4
> C/C(=N\NC(=O)C1CC1)c1cccc(NC(=O)c2cccc(Cl)c2)c1
→ 0	-0.7	10

Additional entries follow:
molecule	OXTR potentiator	V1R ag counter	CHO parental Ca
COc1ccc(N2C(=O)[C@@H]3[C@H](C2=O)[C@H](C(=O)c2ccc(OC(C)=O)cc2)N2N=CC=C[C@@H]32)cc1	-2	2.2	6
CCc1c(C(=O)c2ccc(Cl)cc2)oc2c(C)c3oc(=O)cc(C)c3cc12	-4	0.2	5
Brc1ccccc1-c1nc(-c2ccccc2)no1	-8	-0.8	-4
COc1ccc(Cl)cc1C(=O)Nc1nc2ccc(S(C)(=O)=O)cc2s1	-1	0.5	-2
CNC(=O)c1c(N)sc2c1CCCCC2	6	0.5	-13
CC(=O)Nc1ccc(Nc2ncnc3ccccc23)cc1	-5	2.3	-12
COc1ccc(C(=O)Oc2ccc(C(=S)N3CCCC3)cc2)cc1OC	0	1.6	-9
O=C1/C(=N/n2cnnc2)c2ccccc2N1Cc1ccccc1	-7	0.6	-18

Next part.
molecule	OXTR potentiator	V1R ag counter	CHO parental Ca
Cc1sc2c(c1C)CN(C1CC(C)(C)NC(C)(C)C1)CN2C(=O)c1ccco1	-2	-0.5	-11
CC(C)(C)OC(=O)CN1C(=O)S/C(=C\c2ccc(-c3cccc(C(=O)O)c3)o2)C1=O	-4	0.3	0
CC1(C)CC(=O)C2=C(C1)Nc1ccccc1N=C2	-3	4.3	-3
COC(=O)c1cccc(Cn2cc([N+](=O)[O-])cn2)c1	-7	-0.3	-4
COc1ccc2c(c1)O[C@H](c1ccc3c(c1)OCO3)[C@@H](OC(=O)Nc1cc(OC)c(OC)c(OC)c1)C2=O	-4	0.5	-14
O=C(Nc1nnc(-c2ccccc2Cl)o1)c1ccc(S(=O)(=O)N2CCCCCC2)cc1	-4	-0.7	-14
CC1=NN(C(N)=S)C(=O)C1N=Nc1cccc2ccccc12 (configuration not stated)	-8	2.2	-20
C#CCOCCOCCOCCNc1nc(N2CCN(C(=O)C([C@@H](C)CC)n3cc(C(N)COC(=O)C(F)(F)F)nn3)CC2)nc(N2CCN(C(=O)[C@H](Cc3cc4ccccc4[nH]3)n3cc(C(N)CO)nn3)CC2)n1 (some centres not stated)	3	-0.1	-8

Continued:
molecule	OXTR potentiator	V1R ag counter	CHO parental Ca
O=C(/C=C/c1ccco1)Nc1nc(-c2ccc(F)c(F)c2)cs1	-9	1.1	-19
CCn1c(SCC(=O)N=Nc2c(O)[nH]c3ccccc23)nnc1-c1ccc(C(C)(C)C)cc1	-2	0.0	-1
COc1ccc(C2CC(C(F)(F)F)n3nc(C(=O)Nc4c(C)n(C)n(-c5ccccc5)c4=O)c(Cl)c3N2)cc1 (configuration not stated)	-4	0.1	-14
Cc1ccc(C(=O)NNc2cc(N3CCCC3)nc(N3CCCC3)n2)cc1	-8	-0.6	-3
CCN1CCCC1CNC(=O)c1cn(CC)c2ccc(S(=O)(=O)N3CCCCCC3)cc2c1=O (configuration not stated)	3	0.3	-30
CCCCn1c(=O)c(CCC(=O)OCC(=O)Nc2ccc(C)c(Cl)c2)nc2ccccc21	1	1.1	-20
CCOC(=O)c1cc(C(=O)c2ccccc2O)cn2c(=O)c3c(C)c(C)sc3nc12	-2	0.4	-13
Cc1ccccc1C(=O)N=c1c(C#N)cc2c(=O)n3cccc(C)c3nc2n1Cc1ccco1	-4	-0.2	-6

(cont.)
molecule	OXTR potentiator	V1R ag counter	CHO parental Ca
Cc1cc(C)c(NC(=O)CN2CCC(NC(=O)NC3CCCCC3)CC2)c(C)c1	-8	0.4	8
C/C(CC(=O)Nc1ccc(F)cc1F)=N\NC(=O)C(=O)N1CCCCC1	-12	0.2	-5
CCCc1[nH]n(-c2ccc([N+](=O)[O-])cc2)c(=O)c1C=NCCN1CCNCC1	5	0.4	-10
CC(C)(C)OC(=O)CNC(=O)c1[nH]cnc1C(=O)N[C@@H](CCCCN)C(=O)OC(C)(C)C	-4	-0.1	-1
O=C(CCl)c1ccc2c(c1)CCN2C(=O)C1CC1	-10	-0.6	-11
Cc1ccc(NC(=O)c2ccccc2OCC(=O)Nc2cccc(Cl)c2C)nc1	-12	-0.2	-19
Cc1csc(NC(=O)c2sc3nc(-c4cccs4)ccc3c2N)n1	-7	0.8	-5
Clc1cc(Cl)cc(C2=NCCC(c3ccccc3)O2)c1 (configuration not stated)	-8	0.5	-23
COC(=O)C1=C(C)N(Cc2ccccc2)C(=NCc2cc(OC)c(OC)c(OC)c2)N[C@H]1c1ccccc1	-8	1.6	-14
